E coli WT exp = E. coli BW25113 growth inhibition, expanded screen; OD600 absorbance; growth inhibition, % at 100 µM; 98,000 tested, 0.15% active; AID 710;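 active = growth inhibition above about 50% at one test dose, limit read from the data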;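 note: growth measured after 20 h incubation at 37 °C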
PostGolgi ctrl = growth of the yeast control strain, post-Golgi counter-screen; inhibition, % at 10 µM; AID 738; efflux-deficient yeast background strain, growth absorbance A615, 16 h; 98,000 tested, 5% active
HUVEC prolif 384 = human endothelial cell proliferation inhibition; HUVEC proliferation, CellTiter-Glo luminescence, 72 h; active compounds read low; viability, % at 10 µM (by protocol); 86,000 tested, 1.1% active; AID 648;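 active = viability at or below 30%; inactive = viability above 30%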;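 note: 100% = median luminescence of DMSO-only cell control wells on each plate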
S1P2 antag = S1P2 (human) receptor antagonism; O95136; cell-based S1P2 antagonist assay, inhibition at 5 uM; inhibition, % at 5 µM; 97,000 tested, 0.21% active; AID 736; in the data active = inhibition above about 45%;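 note: CRE beta-lactamase reporter cells expressing human S1P2 stimulated with S1P; 0% = agonist at EC80 alone and 100% = agonist plus reference antagonist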
Target sequence (O95136 whole entry, looked up): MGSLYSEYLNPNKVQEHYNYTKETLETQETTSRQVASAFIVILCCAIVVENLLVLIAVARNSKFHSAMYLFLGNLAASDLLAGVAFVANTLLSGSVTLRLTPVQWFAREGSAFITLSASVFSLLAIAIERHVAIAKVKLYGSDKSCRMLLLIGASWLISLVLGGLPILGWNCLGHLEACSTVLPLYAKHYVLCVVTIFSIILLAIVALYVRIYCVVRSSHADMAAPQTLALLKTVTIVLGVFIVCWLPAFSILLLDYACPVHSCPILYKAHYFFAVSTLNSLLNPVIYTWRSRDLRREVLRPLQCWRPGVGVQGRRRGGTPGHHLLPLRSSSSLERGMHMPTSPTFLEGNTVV
DAT uptake mod = human DAT dopamine uptake with cocaine, either direction. Q01959. LLC-PK1 hDAT cells, [14C]-dopamine uptake with cocaine IC80; actives deviate in either direction. B-score at 10 µM. 110,000 tested, 1.3% active;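 active = Z score or B-score, a plate-position-corrected score, falls beyond the plate's 99.7% confidence bounds, in either direction; inactive = both scores lie inside the 99.7% bounds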;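 note: scored against the spread of the other compound wells on the same plate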
Target sequence (Q01959 whole entry, looked up): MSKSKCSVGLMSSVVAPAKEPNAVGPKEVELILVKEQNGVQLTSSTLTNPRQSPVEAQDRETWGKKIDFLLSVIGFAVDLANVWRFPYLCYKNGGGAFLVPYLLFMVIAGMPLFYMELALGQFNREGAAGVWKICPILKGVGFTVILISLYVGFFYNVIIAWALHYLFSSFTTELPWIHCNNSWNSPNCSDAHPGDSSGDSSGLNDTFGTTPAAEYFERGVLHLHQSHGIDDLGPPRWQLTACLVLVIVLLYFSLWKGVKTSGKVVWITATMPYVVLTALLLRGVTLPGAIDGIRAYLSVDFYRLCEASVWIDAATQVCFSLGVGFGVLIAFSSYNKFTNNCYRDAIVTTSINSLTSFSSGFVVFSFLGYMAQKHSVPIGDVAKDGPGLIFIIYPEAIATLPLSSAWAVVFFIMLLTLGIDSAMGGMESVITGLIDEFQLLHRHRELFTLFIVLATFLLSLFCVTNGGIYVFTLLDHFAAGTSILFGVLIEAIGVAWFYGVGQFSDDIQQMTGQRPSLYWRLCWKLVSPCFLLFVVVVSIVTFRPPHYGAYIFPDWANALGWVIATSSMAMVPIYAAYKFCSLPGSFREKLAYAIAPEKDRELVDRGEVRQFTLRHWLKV
S1P2 ag = S1P2 (human) receptor agonism. O95136. S1P2-expressing cell line, agonist reporter read-out. activation, % at 4.5 µM. 97,000 tested, 0.46% active; in the data active = activation above about 16%;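 note: 0% = vehicle low control and 100% = maximal reference agonist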
Fibroblast inh = blocks proliferation of human lung fibroblasts; LL 47 human lung fibroblast viability, ATP luminescence; active compounds read low; viability, % at 10 µM; 85,000 tested, 1.1% active;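 active = viability at or below 50% in the single dose screen; inactive = viability above 50%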;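 note: compound exposure lasted 72 h before the ATP readout; 100% = median luminescence of untreated cell-only wells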
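Times – overnight cell rest, 72 h compound treatment at 37 °C · Test system – human lung fibroblast line LL 47, low passage · Amount – 1,150 cells in each well · Controls – cell-only wells, no compound · Doses – 0.1% DMSO in all compound wells · Measured by – CellTiter-Glo luminescence · Buffer or medium – IMEM plus 15% FBS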
H69AR growth 86K = blocks growth of human H69AR lung tumor cells | H69AR lung tumor viability, ATP luminescence, 72 h; active compounds read low | viability, % at 10 µM | 85,000 tested, 6% active | AID 598;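 active = viability at or below 40%; inactive = viability above 40%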;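 note: multidrug resistant small cell line overexpressing MRP-1 efflux transporter; 100% = mean luminescence of untreated control wells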
PostGolgi yeast = growth inhibition of a yeast mutant, post-Golgi transport screen | 98,000 tested, 0.9% active | inhibition, % at 10 µM | post-Golgi transport phenotypic cell assay;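 note: yeast cells grown in 1536-well plates; yeast grown about 18 h at 30C before absorbance read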
Active calls of the source: *. Cut-off read from the data, not from the text of the source, unless noted: active = inhibition above about 30%; inactive = the rest.

`O=C(c1cc(-c2ccc(Cl)cc2)on1)N1CCOCC1` gave E coli WT exp 7, PostGolgi ctrl 26, S1P2 antag 6, DAT uptake mod 0.88, S1P2 ag -5 and PostGolgi yeast -3.
For NC(=O)C[C@@H]1N[C@]2(C(=O)Nc3ccccc32)[C@@H]2C(=O)N(c3cc(C(F)(F)F)ccc3Cl)C(=O)[C@H]12 the results were E coli WT exp 3, PostGolgi ctrl -6, HUVEC prolif 384 99, S1P2 antag 20, DAT uptake mod -0.31, S1P2 ag -4, Fibroblast inh 96, H69AR growth 86K 88 and PostGolgi yeast 22.
Screening Cn1c(CCc2ccccc2)nnc1SCC(=O)N1CCOCC1 returned HUVEC prolif 384 94, S1P2 antag 2, DAT uptake mod -0.7, S1P2 ag -4, Fibroblast inh 106 and H69AR growth 86K 107.
`COn1c(-c2ccccc2)nc2c1CCc1nonc1-2` gave E coli WT exp 7, PostGolgi ctrl 4, HUVEC prolif 384 99, S1P2 antag 3, DAT uptake mod -0.53, S1P2 ag -7, Fibroblast inh 101, H69AR growth 86K 87 and PostGolgi yeast 2.
CCOC(=O)CNC(=O)CSc1nnc(-c2ccccc2OC)n1CC was read as E coli WT exp -4, PostGolgi ctrl 2, HUVEC prolif 384 108, S1P2 antag 11, DAT uptake mod 0.77, S1P2 ag -1, Fibroblast inh 103, H69AR growth 86K 93 and PostGolgi yeast -2.
For COc1ccc(OC)c(CNc2nc3ccccc3n2CCN2CCCCC2)c1 the results were E coli WT exp 13, PostGolgi ctrl -2, HUVEC prolif 384 80, S1P2 antag 28, DAT uptake mod 1.4, S1P2 ag -11, Fibroblast inh 94 and PostGolgi yeast 7.
For CCOC(=O)COc1cc(=O)n(CC)c2ccccc12 the results were E coli WT exp -1, PostGolgi ctrl 0, HUVEC prolif 384 108, S1P2 antag 12, DAT uptake mod 0.17, S1P2 ag -3, Fibroblast inh 99, H69AR growth 86K 96 and PostGolgi yeast 4.
`FC(F)(F)c1cccc(N2CCN(c3nnnn3-c3ccccc3)CC2)c1` gave E coli WT exp 1, PostGolgi ctrl 2, HUVEC prolif 384 99, S1P2 antag -1, DAT uptake mod -0.018, S1P2 ag -4, Fibroblast inh 98, H69AR growth 86K 72 and PostGolgi yeast -1.
Screening O=C(NCCOC(=O)C1COc2ccccc2O1)c1cccnc1 (configuration not stated) returned E coli WT exp -16, PostGolgi ctrl 0, S1P2 antag 1, DAT uptake mod -0.33, S1P2 ag -2 and PostGolgi yeast -6.
COc1ccccc1N1CCN(C(=O)Nc2cccc(C)c2)CC1 was read as E coli WT exp 7, PostGolgi ctrl 11, HUVEC prolif 384 99, S1P2 antag 5, DAT uptake mod 0.022, S1P2 ag -2, Fibroblast inh 109, H69AR growth 86K 97 and PostGolgi yeast -3.
Screening CCCC(=O)C1=C(O)C(C(=O)OC)C(C)(C)CC1=Nc1ccccc1 (configuration not stated) returned E coli WT exp -6, PostGolgi ctrl 19, HUVEC prolif 384 110, S1P2 antag -7, DAT uptake mod 0.8, S1P2 ag -3, Fibroblast inh 92, H69AR growth 86K 78 and PostGolgi yeast 1.
CN1C(=O)C(O)(CC(=O)c2cccc(-n3cccc3)c2)c2ccccc21 (configuration not stated) was read as E coli WT exp 9, PostGolgi ctrl 22, HUVEC prolif 384 37, S1P2 antag -4, DAT uptake mod 0.31, S1P2 ag -6, Fibroblast inh 107, H69AR growth 86K 43 and PostGolgi yeast -1.
Screening Cc1cc(C(=O)OCC(=O)Nc2nc(-c3ccccc3)cs2)c(C)o1 returned E coli WT exp -3, PostGolgi ctrl -3, HUVEC prolif 384 83, DAT uptake mod -0.23, Fibroblast inh 95, H69AR growth 86K 47 and PostGolgi yeast -6.
Screening O=C(CNC1C(=O)Nc2ccccc21)Sc1ccccc1 (configuration not stated) returned E coli WT exp 1, PostGolgi ctrl 4, HUVEC prolif 384 93, S1P2 antag 4, DAT uptake mod 0.62, S1P2 ag -5, Fibroblast inh 97, H69AR growth 86K 105 and PostGolgi yeast -3.
`COc1ccccc1OCCCCCc1c(C)n[nH]c1C` gave E coli WT exp 8, PostGolgi ctrl 4, HUVEC prolif 384 98, S1P2 antag 4, DAT uptake mod 1.2, S1P2 ag -3, Fibroblast inh 97, H69AR growth 86K 86 and PostGolgi yeast -13.
Screening Cc1cc(-c2ccc(Cl)cc2)n2nc(N)nc2n1 returned E coli WT exp -2, PostGolgi ctrl 5, HUVEC prolif 384 99, S1P2 antag -4, DAT uptake mod 0.042, S1P2 ag -2, Fibroblast inh 100, H69AR growth 86K 91 and PostGolgi yeast -3.
`O=C(CCSc1ccccc1)Nc1nnc(-c2ccccc2)o1` gave E coli WT exp 0, PostGolgi ctrl -3, HUVEC prolif 384 87, S1P2 antag 22, DAT uptake mod -0.9, S1P2 ag -6, Fibroblast inh 95, H69AR growth 86K 88 and PostGolgi yeast 5.
For CC(C)(C)n1nnnc1C(c1cccs1)N(Cc1ccccc1)Cc1cccnc1 (configuration not stated) the results were E coli WT exp -9, PostGolgi ctrl 28, HUVEC prolif 384 87, S1P2 antag -8, DAT uptake mod 1.4, S1P2 ag -6, Fibroblast inh 86, H69AR growth 86K 53 and PostGolgi yeast 13.
CCOc1ccccc1N1CCN(Cc2ccc(OC)c(OC)c2OC)CC1 was read as HUVEC prolif 384 94, S1P2 antag -26, DAT uptake mod -0.12, S1P2 ag -3, Fibroblast inh 98 and H69AR growth 86K 82.
Screening O=C(Nc1c(-c2ccccc2)nc2ccccn12)c1ccco1 returned E coli WT exp -4, PostGolgi ctrl 7, HUVEC prolif 384 103, S1P2 antag -1, DAT uptake mod -0.13, S1P2 ag -3, Fibroblast inh 102, H69AR growth 86K 98 and PostGolgi yeast 5.

Overlap with the part before: 3 compounds, followed by the next part.
For CC(C)(C)n1nnnc1C(c1cccs1)N(Cc1ccccc1)Cc1cccnc1 (configuration not stated) the results were E coli WT exp -9, PostGolgi ctrl 28, HUVEC prolif 384 87, S1P2 antag -8, DAT uptake mod 1.4, S1P2 ag -6, Fibroblast inh 86, H69AR growth 86K 53 and PostGolgi yeast 13.
CCOc1ccccc1N1CCN(Cc2ccc(OC)c(OC)c2OC)CC1 was read as HUVEC prolif 384 94, S1P2 antag -26, DAT uptake mod -0.12, S1P2 ag -3, Fibroblast inh 98 and H69AR growth 86K 82.
Screening O=C(Nc1c(-c2ccccc2)nc2ccccn12)c1ccco1 returned E coli WT exp -4, PostGolgi ctrl 7, HUVEC prolif 384 103, S1P2 antag -1, DAT uptake mod -0.13, S1P2 ag -3, Fibroblast inh 102, H69AR growth 86K 98 and PostGolgi yeast 5.
For CCCN1CCN(S(=O)(=O)c2ccc(OC)c(Br)c2)CC1 the results were E coli WT exp 9, PostGolgi ctrl 18, HUVEC prolif 384 112, S1P2 antag -1, DAT uptake mod 1.2, S1P2 ag -8, Fibroblast inh 103, H69AR growth 86K 92 and PostGolgi yeast 7.
O=C(CSc1ncnc2nc[nH]c12)c1ccccc1 was read as E coli WT exp 2, PostGolgi ctrl 6, HUVEC prolif 384 82, S1P2 antag 20, DAT uptake mod -0.64, S1P2 ag -5, Fibroblast inh 89, H69AR growth 86K 88 and PostGolgi yeast 3.
For COc1ccc(C(=O)N2CC=C(c3ccccc3)CC2)cc1S(=O)(=O)N1CCOCC1 the results were E coli WT exp 7, PostGolgi ctrl 19, HUVEC prolif 384 96, S1P2 antag -319, DAT uptake mod 0.52, S1P2 ag -7, Fibroblast inh 108, H69AR growth 86K 88 and PostGolgi yeast -5.
For CCCC1C(=O)N(c2ccccc2)C1c1ccccc1 (configuration not stated) the results were E coli WT exp -1, PostGolgi ctrl 29, S1P2 antag -8, DAT uptake mod 0.5, S1P2 ag -6 and PostGolgi yeast 12.
COc1ccccc1NC(=O)N1CCN(c2ncccn2)CC1 was read as E coli WT exp 2, PostGolgi ctrl 5, S1P2 antag -14, DAT uptake mod 0.085, S1P2 ag -1 and PostGolgi yeast 5.
Screening Cc1sc2ncn(CC(=O)OC(C)C(=O)NC(C)(C)C)c(=O)c2c1C (configuration not stated) returned E coli WT exp -1, PostGolgi ctrl 10, S1P2 antag -19, DAT uptake mod 1.7, S1P2 ag -4 and PostGolgi yeast 1.
`Cn1nnnc1SCc1c(F)cccc1F` gave E coli WT exp 9, PostGolgi ctrl -3, HUVEC prolif 384 93, S1P2 antag 26, DAT uptake mod -0.04, S1P2 ag -7, Fibroblast inh 98, H69AR growth 86K 106 and PostGolgi yeast 7.
`COc1ccc(C(=O)Nc2nc3c(s2)Cc2cc(OC)ccc2-3)cc1` gave E coli WT exp -3, PostGolgi ctrl 10, HUVEC prolif 384 91, S1P2 antag -26, DAT uptake mod 0.65, S1P2 ag -5, Fibroblast inh 97, H69AR growth 86K 85 and PostGolgi yeast -3.
Screening COC(=O)c1ccc(CSc2nc3c(c(=O)n2-c2ccc(C)cc2)SCC3)o1 returned E coli WT exp -22, PostGolgi ctrl 25, HUVEC prolif 384 84, DAT uptake mod -0.38, Fibroblast inh 91, H69AR growth 86K 73 and PostGolgi yeast -3.
`CC(C)NC(=S)N/N=C/c1cccs1` gave E coli WT exp -1, PostGolgi ctrl 3, S1P2 antag -2, DAT uptake mod -0.3, S1P2 ag -1 and PostGolgi yeast 2.
CNC(=O)c1cc2c(=O)n3cccc(C)c3nc2n(C(C)C)c1=N was read as E coli WT exp -2, PostGolgi ctrl 7, HUVEC prolif 384 94, S1P2 antag -23, DAT uptake mod 0.89, S1P2 ag 5, Fibroblast inh 99, H69AR growth 86K 80 and PostGolgi yeast 14.
COc1ccccc1N1CCN(C(=O)C2CCC(Cn3c(=S)[nH]c4ccccc4c3=O)CC2)CC1 (configuration not stated) was read as E coli WT exp -3, PostGolgi ctrl 11, HUVEC prolif 384 68, S1P2 antag 12, DAT uptake mod -1.5, S1P2 ag -12, Fibroblast inh 101, H69AR growth 86K 88 and PostGolgi yeast 5.
`Fc1cccc(Cl)c1Cn1nnc2c(NCc3ccccn3)ncnc21` gave E coli WT exp -1, PostGolgi ctrl 24, HUVEC prolif 384 102, S1P2 antag -17, DAT uptake mod 0.86, S1P2 ag -10, Fibroblast inh 94, H69AR growth 86K 84 and PostGolgi yeast 6.
Screening Cc1nc(SCC(=O)NCc2ccco2)nc(C)c1C returned E coli WT exp 0, PostGolgi ctrl 6, HUVEC prolif 384 98, DAT uptake mod -0.57, Fibroblast inh 91, H69AR growth 86K 74 and PostGolgi yeast -4.
`CCCC(=O)Nc1sc(C(=O)OC)c(C)c1C(N)=O` gave E coli WT exp 3, PostGolgi ctrl 24, HUVEC prolif 384 82, S1P2 antag 16, DAT uptake mod 0.93, S1P2 ag -7, Fibroblast inh 96, H69AR growth 86K 77 and PostGolgi yeast 13.
Screening C(=C\c1ccccc1)/CSc1nnc(-c2cnccn2)n1Cc1ccco1 returned E coli WT exp -20, PostGolgi ctrl 28, HUVEC prolif 384 62, S1P2 antag -18, DAT uptake mod 0.19, S1P2 ag -3, Fibroblast inh 87, H69AR growth 86K 29* and PostGolgi yeast 1.
`CN(C)c1ccc(N=C/C=C2\N(C)c3ccccc3C2(C)C)cc1` gave E coli WT exp 15, PostGolgi ctrl -7, S1P2 antag 9, S1P2 ag -4 and PostGolgi yeast -7.
`Cc1cccn2c(=O)c(C=O)c(N3CCCCCC3)nc12` gave E coli WT exp -1, PostGolgi ctrl 21, HUVEC prolif 384 107, S1P2 antag -8, DAT uptake mod -0.67, S1P2 ag -5, Fibroblast inh 113, H69AR growth 86K 96 and PostGolgi yeast -4.
Screening CCOC(=O)C1C(=O)C=C(N2CCOCC2)CC1c1cccc(OC)c1 (configuration not stated) returned E coli WT exp -7, PostGolgi ctrl -3, HUVEC prolif 384 99, S1P2 antag 12, DAT uptake mod 0.88, S1P2 ag -3, Fibroblast inh 88, H69AR growth 86K 69 and PostGolgi yeast -11.
Screening Cc1cnn(C(=O)c2oc3ccccc3c2C)c1 returned E coli WT exp -14, PostGolgi ctrl 7, HUVEC prolif 384 94, S1P2 antag 2, DAT uptake mod 0.64, S1P2 ag -5, Fibroblast inh 98, H69AR growth 86K 101 and PostGolgi yeast 16.

Source: PubChem (several laboratories)
